Assay outcomes from PubChem.
PLC-beta3 inh = PLC-beta3 (human) inhibition, primary screen; Q01970; Purified PLC-beta3, fluorogenic substrate, fluorescence; hit rate 0.18% among 370,000; AID 720704; inhibition, % at 12.2 µM; in the data active means inhibition above about 11%;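 further: 0% = median of compound wells on plate and 100% = full blocker control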
ssDAF12 agonist = S. stercoralis DAF-12 activation, primary screen. hit rate 1% among 370,000. HEK293 ssDAF-12/GRIP1 lit1-tk-luc reporter, luminescence; % of 3 µM dafachronic acid response. activation, % at 6.8 µM. AID 652126;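 active means activation above the mean over all tested compounds plus 3 SD, cut at about 0.9% in these data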;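 further: 0% = DMSO-only wells and 100% = 3 µM delta7-dafachronic acid wells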
ADAM17 inh = inhibitors of human ADAM17; P78536; recombinant ADAM17, EDANS/DABCYL FRET peptide cleavage; inhibition, % at 6.95 µM; hit rate 0.83% among 370,000;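 active means inhibition above the mean of compounds lying between control limits plus 3 SD, set per campaign, cut at about 8.5% in these data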;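 further: 0% = DMSO-only wells as the low control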
DAX1 inh-1 = inhibitors of human orphan nuclear receptor DAX1 (NR0B1). P51843. HEK293 Gal4-DAX1 luciferase reporter, luminescence. inhibition, % at 6.75 µM. hit rate 0.99% among 340,000. AID 504766;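 active means inhibition above the mean over all tested compounds plus 3 SD, cut at about 4.2% in these data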;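 further: 0% = DAX1-transfected cells with DMSO and 100% = empty-vector control cells with DMSO; inhibition shows as a rise in luminescence from relieved DAX1 repression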
Target sequence (P51843 207-470 limits assumed): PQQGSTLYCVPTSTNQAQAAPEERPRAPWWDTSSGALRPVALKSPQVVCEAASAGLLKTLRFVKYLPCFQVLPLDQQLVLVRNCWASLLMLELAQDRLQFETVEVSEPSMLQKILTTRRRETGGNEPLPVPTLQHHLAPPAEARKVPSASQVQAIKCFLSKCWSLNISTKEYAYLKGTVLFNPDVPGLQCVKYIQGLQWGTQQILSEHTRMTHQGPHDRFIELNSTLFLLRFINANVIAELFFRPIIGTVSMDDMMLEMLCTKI
hcDAF-12 act = activates DAF-12 receptor from parasite H. contortus; HEK293 hcDAF-12 lit1-tk-luc reporter, luminescence; 0% DMSO, 100% Δ7-dafachronic acid; activation, % at 6.8 µM; hit rate 1.4% among 370,000; AID 652067;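 active means activation above the mean of all tested compounds plus 3 SD, cut at about 5.5% in these data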;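 further: 100% = response to 3 µM Δ7-dafachronic acid high control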
PLC-gamma1 inh = PLC-gamma1 (human) inhibition, primary screen; AID 720700; hit rate 0.84% among 370,000; purified PLC-gamma1, fluorogenic substrate, fluorescence; inhibition, % at 12.2 µM; in the data active means inhibition above about 9.5%
hgDAF12 agonist = hgDAF-12 agonism, primary luciferase screen. hit rate 1.8% among 370,000. AID 687014. activation, % at 6.8 µM. HEK293 GAL4-hgDAF12 UAS-luciferase reporter, agonist luminescence; normalized to butyrate control;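 active means activation above a cutoff set at the mean of all screened compounds plus 3 SD, cut at about 10% in these data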;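 further: 0% = DMSO wells and 100% = sodium butyrate wells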
ADAM10 inh = ADAM10 inhibition, QFRET primary screen; O14672; recombinant ADAM10, EDANS/DABCYL FRET peptide cleavage, 3 h; inhibition, % at 7 µM; hit rate 0.62% among 370,000; AID 720582;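 active means inhibition above a per-campaign cutoff equal to the mean of compounds falling between control-based bounds plus 3 SD, cut at about 20% in these data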;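 further: 0% = DMSO wells while the 100% control is not disclosed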
DAX1 inh-2 = DAX1 (NR0B1) inhibition, primary screen; HEK293T StAR-luciferase reporter, SF-1/DAX-1 repression relief; AID 652010; hit rate 1.1% among 370,000; inhibition, % at 6.8 µM;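 active means inhibition above the mean over all tested compounds plus 3 SD, cut at about 3.6% in these data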;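 further: 0% = DAX-1 cells with DMSO and 100% = cells lacking DAX-1 with DMSO; higher inhibition means more luminescence from relief of DAX-1 repression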
HGIII-sPLA2 inh = Blocks human group III sPLA2 activity; QFRET BODIPY PC-A2 liposome hydrolysis, fluorescence; AID 743126; hit rate 0.56% among 370,000; inhibition, % at 12.2 µM;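 active means inhibition above mean plus 3 SD of compounds lying within the high and low control bounds, cut at about 19% in these data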;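 further: 0% = median of test compound wells and 100% = no enzyme DMSO wells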
Target sequence (Q9NZ20 whole entry, looked up): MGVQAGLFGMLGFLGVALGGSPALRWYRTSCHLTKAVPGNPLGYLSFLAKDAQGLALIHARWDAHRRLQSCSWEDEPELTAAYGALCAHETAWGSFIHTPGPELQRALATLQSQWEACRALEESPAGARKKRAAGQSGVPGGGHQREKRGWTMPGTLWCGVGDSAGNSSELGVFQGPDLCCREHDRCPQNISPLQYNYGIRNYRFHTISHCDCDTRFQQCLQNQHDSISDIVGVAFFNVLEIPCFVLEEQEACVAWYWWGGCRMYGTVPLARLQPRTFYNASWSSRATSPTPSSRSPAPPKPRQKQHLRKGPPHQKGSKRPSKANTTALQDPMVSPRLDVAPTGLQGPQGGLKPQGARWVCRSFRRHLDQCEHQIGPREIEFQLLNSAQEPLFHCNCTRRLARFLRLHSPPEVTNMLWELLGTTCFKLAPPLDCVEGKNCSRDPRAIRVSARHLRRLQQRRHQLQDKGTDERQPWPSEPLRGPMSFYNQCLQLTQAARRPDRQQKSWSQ
FXN GAA850 act = activators of GAA850 frataxin (FXN) promoter. activation, % at 6 µM. HEK293 lucGAA850 FXN promoter luciferase reporter, 24 h; percent of 10 µM SAHA response. AID 540364. hit rate 0.56% among 360,000;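 active means activation above the average of all compounds screened plus 3 SD, cutoff fixed separately per campaign, cut at about 7.5% in these data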;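 further: 0% = DMSO wells and 100% = 10 µM SAHA wells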
* marks the source's active call; other numbers are inactive results; . = no result given.

1: COc1ccccc1CC(NC(C)=O)C(=O)NC1CCN(C(=O)NCc2ccccc2)CC1 (centres undefined)
2: CCOC(=O)CC(NS(=O)(=O)c1ccc(NC(C)=O)cc1)c1ccc(OCC)cc1 (centres undefined)
3: C[C@@H]1CN([C@H](C)CO)C(=O)CCCn2nncc2CO[C@H]1CN(C)C(=O)NC1CCCCC1
4: O=C(NNC(=O)C1CCN(S(=O)(=O)c2ccc(Cl)cc2)CC1)c1ccc(Cl)cc1
5: CC(C)CNC(=O)OCc1cn(Cc2c(F)cccc2F)nn1
6: O=C(Nc1ccccc1Cl)O/N=C/c1ccncc1
7: O=C(O)c1ccc(Oc2nc3ccccc3s2)cc1
8: O=C(NNC(=O)c1cc2ccccc2oc1=O)c1ccccc1
Screen / compound no.,1,2,3,4,5,6,7,8
PLC-beta3 inh,-2.7,3.4,-2.3,0.0,4.0,3.8,0.5,-9.5
ssDAF12 agonist,-0.7,-0.5,-1.1,-1.2,-0.8,-1.4,1.2*,-0.5
ADAM17 inh,-2.9,4.5,-3.6,-1.3,0.9,-2.5,-1.3,-7.7
DAX1 inh-1,0.5,0.9,2.5,-0.8,.,-0.3,1.8,0.2
hcDAF-12 act,-0.8,1.1,-1.5,-1.5,-2.1,-0.5,5.3,-0.5
PLC-gamma1 inh,0.3,4.4,0.4,1.8,4.6,0.2,2.4,3.8
hgDAF12 agonist,0.6,-1.6,-2.6,-2.3,0.3,1.1,7.6,1.5
ADAM10 inh,-4.2,-1.1,-15.8,4.1,0.7,-2.5,-1.4,1.6
DAX1 inh-2,-0.3,-0.1,2.0,-0.7,-1.8,0.4,2.1,0.4
HGIII-sPLA2 inh,1.6,-6.1,5.6,-17.6,-2.5,1.0,-1.0,9.3
FXN GAA850 act,1.5,-0.9,-0.6,-2.4,.,1.5,-1.2,1.5

9: CCOC(=O)c1cc2c(OC)ccc(OC)c2n1CC(=O)c1ccccc1
10: O=C(NCc1ccco1)C12CC3CC(CC(C3)C1)C2
11: Cc1ccc(NC(=O)COc2coc(CN3CCc4ccccc43)cc2=O)c(C)c1
12: O=[N+]([O-])c1cc(NCCO)c(N2CCCCCC2)c2nonc12
13: CC(=O)c1ccc(Oc2ccc(C(C)=O)cc2)cc1
14: COC(=O)c1ccc(COc2ccccc2/C=C(\C#N)C(=O)Nc2ccc(C)cc2C)cc1
15: Cc1ccc(S(=O)(=O)N2[C@H](CC(=O)c3cccs3)OC[C@@H]2C)cc1
16: CC(=O)N1CCN(c2ccc(Oc3nc(-c4ccccc4)nc4ccccc34)cc2)CC1
Screen / compound no.,9,10,11,12,13,14,15,16
PLC-beta3 inh,-3.0,0.6,-5.2,-13.8,0.6,-0.6,5.2,-8.0
ssDAF12 agonist,-0.8,-1.3,-0.8,-1.2,-0.3,-0.6,-0.8,-0.9
ADAM17 inh,-1.7,-5.0,5.9,-0.8,-3.3,-2.1,2.3,-5.6
DAX1 inh-1,-0.2,0.0,-1.3,0.1,2.1,-0.3,.,0.0
hcDAF-12 act,-0.9,-1.7,0.7,-1.1,2.9,0.4,-2.0,-0.4
PLC-gamma1 inh,1.5,6.4,-0.2,-4.4,0.3,-0.2,5.2,-1.4
hgDAF12 agonist,2.2,-0.7,2.8,-0.9,7.5,4.0,-0.6,-2.0
ADAM10 inh,-9.9,-11.8,-1.4,-0.1,0.3,-7.5,2.6,-6.6
DAX1 inh-2,0.3,-0.1,-0.2,-0.5,1.2,0.1,0.5,0.4
HGIII-sPLA2 inh,-1.2,7.3,-22.9,2.7,-2.5,0.3,-0.4,2.5
FXN GAA850 act,0.2,1.1,0.2,-0.1,3.1,0.2,.,1.1

17: Cc1ccc(NS(=O)(=O)c2ccc(C)c(C(=O)N3CCN(C)CC3)c2)cc1
18: CCC(CNC(=O)c1c(C)nn(-c2ccccc2)c1Cl)c1ccccc1 (centres undefined)
19: CCCn1c(N)c(N(CCOC)C(=O)C2CCCC2)c(=O)[nH]c1=O
20: OC(c1ccco1)c1nc(-c2ccc(F)c(Cl)c2)cs1 (centres undefined)
21: Cc1ccc(S(=O)(=O)CCC(=O)N(Cc2nnc(-c3ccc(Cl)cc3)o2)C2CC2)cc1
22: CSCCC(C)N1CCC(Oc2ccc(C(=O)N3CCCC3)cc2)CC1 (centres undefined)
23: O=C(CCC(=O)Nc1ccccc1)N/N=C/c1ccco1
24: COC(=O)c1cc(COC(=O)CNC(=O)c2cccc(C)c2)oc1C
Screen / compound no.,17,18,19,20,21,22,23,24
PLC-beta3 inh,7.4,-3.8,-0.9,-9.5,-12.5,-9.4,-4.6,-2.3
ssDAF12 agonist,-0.9,-0.8,-1.1,0.0,-1.0,-1.3,-1.4,-0.7
ADAM17 inh,6.3,0.0,-0.4,-1.6,-7.7,-2.9,-1.6,-5.2
DAX1 inh-1,0.2,0.6,0.9,.,-1.2,0.3,0.2,-0.1
hcDAF-12 act,0.2,-2.4,-0.9,-0.3,1.0,1.3,0.3,-1.4
PLC-gamma1 inh,1.6,-2.1,1.6,-7.4,-5.6,-3.4,-4.6,0.6
hgDAF12 agonist,0.8,-0.2,2.1,2.4,0.0,-1.3,0.9,-3.4
ADAM10 inh,10.2,-2.0,0.3,2.2,-10.1,-23.0,-2.6,-11.2
DAX1 inh-2,0.1,-0.2,0.8,0.1,-1.5,-1.1,-0.1,-1.0
HGIII-sPLA2 inh,1.6,-2.9,-1.8,-7.3,4.3,7.2,-4.5,11.6
FXN GAA850 act,-0.7,-2.0,2.4,0.6,2.6,-0.4,-0.2,-0.4

25: Cc1cc(C)n2nc(C(=O)NCc3ccco3)cc2n1
26: COc1ccc(-c2cc(C(=O)N/N=C/c3cc(OC)c(OC)cc3OC)c3ccccc3n2)cc1
27: COc1ccccc1N1CCN(CC(=O)NCc2ccc(Cl)cc2)CC1
28: Cc1ccc(C(C(=O)NCC2CCCO2)N(C(=O)c2snc(C(N)=O)c2N)c2ccc(F)cc2)o1 (centres undefined)
29: CN(Cc1ccc(OCC(O)CN(C)Cc2ccccc2)cc1)Cc1nccn1C (centres undefined)
30: COc1cccc(NC(=O)CSc2c3c(nc4ccccc24)CCCC3)c1
31: OC(c1ccc(F)cc1)c1ncc(-c2cccc(C(F)(F)F)c2)[nH]1 (centres undefined)
32: CC(C)c1ccc(CC(=O)N2CCC2(C)C(=O)Nc2ccccc2)cc1 (centres undefined)
Screen / compound no.,25,26,27,28,29,30,31,32
PLC-beta3 inh,-58.7,-40.7,-3.1,-42.7,-7.8,-6.6,-1.0,-7.1
ssDAF12 agonist,-1.0,-1.5,-0.9,-0.9,-1.7,-1.6,-0.5,-1.9
ADAM17 inh,-32.5,-8.2,1.6,-27.8,-1.5,-3.9,3.9,2.6
DAX1 inh-1,1.8,.,-0.7,0.8,1.7,-0.2,.,.
hcDAF-12 act,-1.4,0.0,-1.5,0.2,-1.6,3.2,-1.7,-0.4
PLC-gamma1 inh,-44.6,-28.2,2.6,-22.5,0.4,-7.3,0.0,2.0
hgDAF12 agonist,-2.4,-1.4,-1.2,1.9,-1.1,6.0,-0.2,-1.2
ADAM10 inh,-71.7,-8.5,3.5,-66.5,-1.0,-8.4,-8.4,-4.7
DAX1 inh-2,-0.2,0.6,-0.9,-0.5,-0.2,0.1,-1.2,-0.9
HGIII-sPLA2 inh,8.5,0.9,1.9,4.6,-5.0,0.6,-6.9,-1.9
FXN GAA850 act,-0.6,-0.6,0.2,1.8,2.4,3.1,0.9,0.3

33: Cc1c(-c2ccc(Br)cc2)[n+](=O)c2c(n1[O-])CCCCC2
34: CN(C)c1ccc(-c2nnn(CC(=O)Nc3ccccc3N3CCOCC3)n2)cc1
35: NC(=O)Cc1ccc(C(=O)c2ccc(F)cc2)s1
36: CNC[C@@H]1OCc2cnnn2CCCC(=O)N([C@H](C)CO)C[C@H]1C
37: Cc1ccc(S(=O)(=O)NCCN2CCNC2=O)cc1
38: CN(C)S(=O)(=O)c1cccc(NC(=S)Nc2ccc3cn[nH]c3c2)c1
39: O=C(COC(=O)c1cncc(Br)c1)Nc1nc(-c2ccc(F)cc2)cs1
40: Cc1cccc2sc(NC(=O)[C@@H]3CCCN3C(=O)c3cccs3)nc12
41: CCn1c(SCC(=O)N2CCC(C)CC2)nc2c(c1=O)SCC2
42: COc1ccc(CC(=O)Nc2ccccc2N2CCOCC2)cc1OC
Screen / compound no.,33,34,35,36,37,38,39,40,41,42
PLC-beta3 inh,-4.0,-3.7,1.6,0.1,6.1,-12.7,-12.8,-0.9,-1.4,0.0
ssDAF12 agonist,-1.1,-1.7,-1.4,-0.8,-1.3,-1.6,0.4,-1.1,-0.9,-1.3
ADAM17 inh,-4.0,-1.2,-3.6,-6.0,-0.1,-13.1,-5.5,-1.4,-2.0,-0.1
DAX1 inh-1,.,0.5,0.6,-0.2,2.1,-0.1,0.7,0.2,-0.4,-0.4
hcDAF-12 act,-0.5,-3.1,-1.3,0.0,-0.2,-2.7,1.1,1.1,-1.7,-0.9
PLC-gamma1 inh,-1.8,2.6,-0.6,-1.4,5.2,-5.9,-3.0,-1.1,-2.8,-3.2
hgDAF12 agonist,-0.7,0.7,-1.3,4.3,2.0,-1.7,1.6,1.7,-1.2,0.3
ADAM10 inh,0.7,-6.9,-7.2,-11.1,5.8,-27.9,-9.4,-5.5,5.7,0.7
DAX1 inh-2,-0.7,-0.2,1.6,-1.1,-0.1,-1.9,0.1,0.1,-1.8,-1.3
HGIII-sPLA2 inh,-5.4,19.1,-8.5,12.4,-7.0,3.0,4.3,-17.8,6.0,-3.3
FXN GAA850 act,-0.7,-1.4,4.3,1.6,1.7,0.2,0.7,3.7,2.9,-0.4

Reformatted with values under each structure: entries from further up
Values in the order: PLC-beta3 inh	ssDAF12 agonist	ADAM17 inh	DAX1 inh-1	hcDAF-12 act	PLC-gamma1 inh	hgDAF12 agonist	ADAM10 inh	DAX1 inh-2	HGIII-sPLA2 inh	FXN GAA850 act
#39 O=C(COC(=O)c1cncc(Br)c1)Nc1nc(-c2ccc(F)cc2)cs1
  -12.8	0.4	-5.5	0.7	1.1	-3.0	1.6	-9.4	0.1	4.3	0.7
#40 Cc1cccc2sc(NC(=O)[C@@H]3CCCN3C(=O)c3cccs3)nc12
  -0.9	-1.1	-1.4	0.2	1.1	-1.1	1.7	-5.5	0.1	-17.8	3.7
#41 CCn1c(SCC(=O)N2CCC(C)CC2)nc2c(c1=O)SCC2
  -1.4	-0.9	-2.0	-0.4	-1.7	-2.8	-1.2	5.7	-1.8	6.0	2.9
#42 COc1ccc(CC(=O)Nc2ccccc2N2CCOCC2)cc1OC
  0.0	-1.3	-0.1	-0.4	-0.9	-3.2	0.3	0.7	-1.3	-3.3	-0.4

Compounds as they come; about 6.9% have a hit in one of these screens.
